TCR CD3 inh – blocks the human TCR-CD3 interaction | TAMRA-labeled TCR probe fluorescence, biochemical | inhibition, % at 9.4 µM | 360,000 tested, 0.37% active | AID 651800; in the data active = inhibition above about 19%;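 note: recombinant mutant TCR 2C K166C tagged with TAMRA read by polarization; 0% = receptor in buffer alone and 100% = receptor with positive control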
HTRA1 inh – inhibitors of human serine peptidase HTRA1 | Q92743 | recombinant HTRA1, FP-rhodamine activity-based probe, fluorescence polarization | inhibition, % at 5.96 µM | 340,000 tested, 0.5% active | AID 504803; in the data active = inhibition above about 36%;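 note: 0% = enzyme with DMSO and 100% = wells lacking enzyme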
Target sequence (Q92743 whole entry, looked up): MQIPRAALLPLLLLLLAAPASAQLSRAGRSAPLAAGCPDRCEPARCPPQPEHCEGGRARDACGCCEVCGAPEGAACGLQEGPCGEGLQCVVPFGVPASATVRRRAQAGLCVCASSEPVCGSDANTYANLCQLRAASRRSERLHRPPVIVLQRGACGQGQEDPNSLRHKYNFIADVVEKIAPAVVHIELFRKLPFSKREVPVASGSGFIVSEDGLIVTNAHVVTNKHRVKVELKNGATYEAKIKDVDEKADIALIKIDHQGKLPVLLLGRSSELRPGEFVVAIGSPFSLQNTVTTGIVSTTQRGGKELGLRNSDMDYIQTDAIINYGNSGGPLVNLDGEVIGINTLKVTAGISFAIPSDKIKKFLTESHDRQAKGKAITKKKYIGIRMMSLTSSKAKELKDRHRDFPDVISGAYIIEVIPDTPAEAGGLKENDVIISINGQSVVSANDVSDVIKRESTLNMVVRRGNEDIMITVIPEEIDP
SIAE inh – blocks human sialic acid acetylesterase | Q9HAT2 | SIAE FP-Rh probe binding, fluorescence polarization | inhibition, % at 9.66 µM | 370,000 tested, 0.69% active;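 active = inhibition above a cutoff: mean of compounds within the control limits plus 3 SD of those, cut at about 17% in these data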;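 note: 0% = plate median of compound wells and 100% = probe without SIAE protein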
Target sequence (Q9HAT2 whole entry, looked up): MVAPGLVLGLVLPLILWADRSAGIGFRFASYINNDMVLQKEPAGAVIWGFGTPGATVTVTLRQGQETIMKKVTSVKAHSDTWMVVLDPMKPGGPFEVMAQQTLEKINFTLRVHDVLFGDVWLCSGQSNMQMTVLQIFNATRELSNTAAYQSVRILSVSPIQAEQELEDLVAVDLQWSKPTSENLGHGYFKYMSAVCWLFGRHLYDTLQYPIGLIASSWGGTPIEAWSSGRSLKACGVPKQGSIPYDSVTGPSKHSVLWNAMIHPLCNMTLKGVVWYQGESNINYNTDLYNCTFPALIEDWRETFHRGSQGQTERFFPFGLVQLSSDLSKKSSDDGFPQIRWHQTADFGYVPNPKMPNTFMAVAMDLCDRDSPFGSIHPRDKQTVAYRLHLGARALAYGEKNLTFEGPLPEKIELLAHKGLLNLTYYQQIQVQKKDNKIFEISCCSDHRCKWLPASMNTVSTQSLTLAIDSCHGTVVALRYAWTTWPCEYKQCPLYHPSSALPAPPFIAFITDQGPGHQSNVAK
ABHD4 inh – inhibits mouse alpha/beta hydrolase domain 4. Q8VD66. purified mABHD4, FP-Rh probe fluorescence polarization. inhibition, % at 8.92 µM. 370,000 tested, 0.54% active;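 active = inhibition exceeding the mean over every tested compound plus 3 SD, cut at about 30% in these data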;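 note: 0% = plate median of compound wells and 100% = S159A mutant with DMSO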
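Test system: mouse ABHD4 enzyme, wild type. Reagent: FP-Rh fluorescent activity-based probe, added after compound pre-incubation. Timing: pre-incubation 45 min, probe exposure 60 min, at 25 °C. Technique: FP readout, ex 525 nm / em 598 nm. Benchmarks: high control S159A mutant with DMSO, low control median of compound wells.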
MBD2 inh – inhibitors of human MBD2 binding to methylated oligonucleotide. TR-FRET. inhibition, % at 4.4 µM. 370,000 tested, 0.31% active. AID 686964; in the data active = inhibition above about 13%
PRMT1 FP inh – PRMT1 (human) inhibition, primary screen; 370,000 tested, 1.3% active; Q99873; recombinant PRMT1, activity-based probe fluorescence polarization; inhibition, % at 2.79 µM;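 active = inhibition above about 21% made by adding two undisclosed values, limit read from the data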
NPR1 activator – GC-A (human) enzyme activation; HEK293 GC-A cells, cGMP TR-FRET, EC30 ANP; 0% at EC30 ANP, 100% saturating ANP; activation, % at 10 µM; 370,000 tested, 0.14% active; in the data active = activation above about 40%
NPR2 activator – GC-B (human) receptor activation. P20594. HEK293-GC-B cells, CNP EC30, cGMP TR-FRET; 0% at EC30 CNP, 100% saturating CNP. activation, % at 10 µM. 370,000 tested, 0.11% active. AID 1920062;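 active = activation at 10 µM reaching about 35% in either raw or pattern-adjusted values, limit read from the data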
rCAG RNA binder – r(CAG) repeat RNA binding. TO-PRO-1 dye displacement fluorescence. inhibition, % at 3 µM. 370,000 tested, 1.3% active;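 active = inhibition above the plate cutoff, the mean of all test compounds on that plate plus 3 SD, cut at about 35% in these data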;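 note: 0% = DMSO alone and 100% = 100 µM mitoxantrone as full dye displacement; higher means more dye released from RNA so lower well fluorescence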
UHRF1 binding – UHRF1 methyl-DNA binding inhibition; UHRF1 binding to methylated oligo, TR-FRET; AID 687016; 370,000 tested, 0.75% active; Q96T88; inhibition, % at 4.4 µM; in the data active = inhibition above about 21%;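 note: UHRF1 SRA domain binding a hemimethylated CpG hairpin DNA probe; 0% = median of test compound wells and 100% = reference inhibitor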
An asterisk follows results filed as active. Not all compounds are listed (hit frequency here may not be typical).

`Cc1c(NC(=O)CSC(=S)N2CCCC2)c(=O)n(-c2ccccc2)n1C` gave TCR CD3 inh -4, HTRA1 inh -2, SIAE inh 1, ABHD4 inh -6, MBD2 inh 5, PRMT1 FP inh 3, NPR1 activator 3, NPR2 activator -3, rCAG RNA binder -6 and UHRF1 binding 2.
Screening COc1cc(/C=C2/C(=N)N3C(=NC2=O)SN=C3S(C)(=O)=O)ccc1OS(=O)(=O)c1ccc(C)cc1 returned TCR CD3 inh -2, HTRA1 inh -13, SIAE inh -13, ABHD4 inh -1, MBD2 inh -2, PRMT1 FP inh -3, NPR1 activator -2, NPR2 activator -3, rCAG RNA binder 32 and UHRF1 binding -1.
`O=C(NCC1CCN(Cc2ccccc2F)CC1)C1CCCN(c2ncnc3c2nc2n3CCCCC2)C1` (stereo unspecified) gave TCR CD3 inh 6, HTRA1 inh -2, SIAE inh -7, ABHD4 inh -10, MBD2 inh -6, PRMT1 FP inh -7, NPR1 activator 0, NPR2 activator -2, rCAG RNA binder -4 and UHRF1 binding 3.
Cc1cccc(N2CCN(C(=O)c3cccc(S(=O)(=O)N4CCc5ccccc5C4)c3)CC2C)c1 (stereo unspecified) was read as TCR CD3 inh -1, HTRA1 inh -13, SIAE inh -9, ABHD4 inh 13, MBD2 inh 4, PRMT1 FP inh 2, NPR1 activator 2, NPR2 activator 4, rCAG RNA binder 6 and UHRF1 binding 1.
Screening CC1=C([N+](=O)[O-])C(c2ccccc2)C2=C(N1)c1ccccc1C2=O (stereo unspecified) returned TCR CD3 inh -4, HTRA1 inh 21, SIAE inh 9, ABHD4 inh 19, MBD2 inh -2, PRMT1 FP inh 9, NPR1 activator -9, NPR2 activator -3, rCAG RNA binder 8 and UHRF1 binding -3.
CN(C)c1ccc(C=Cc2ccnc3ccccc23)cc1N was read as TCR CD3 inh -4, SIAE inh 4, ABHD4 inh 16, MBD2 inh -3, PRMT1 FP inh 1, NPR1 activator -2, NPR2 activator -7, rCAG RNA binder 9 and UHRF1 binding -1.
O=C(Cn1cnc2ccccc2c1=O)NCCC(=O)Nc1ccccc1C(F)(F)F was read as TCR CD3 inh 0, HTRA1 inh 2, SIAE inh -5, ABHD4 inh -1, MBD2 inh 3, PRMT1 FP inh 4, NPR1 activator -3, NPR2 activator -1, rCAG RNA binder 1 and UHRF1 binding 1.
For COCCCn1c(=S)[nH]c2sc3c(c2c1=O)CCCC3 the results were TCR CD3 inh 5, HTRA1 inh 2, SIAE inh 7, ABHD4 inh 7, MBD2 inh -1, PRMT1 FP inh 11, NPR1 activator -4, NPR2 activator -3, rCAG RNA binder 4 and UHRF1 binding -2.
For COc1ccc(NC(=O)C2OC3OC(C)(C)OC3C3OC(C)(C)OC23)cc1 (stereo unspecified) the results were TCR CD3 inh 2, HTRA1 inh -3, SIAE inh -5, ABHD4 inh -1, MBD2 inh -4, PRMT1 FP inh -2, NPR1 activator 3, NPR2 activator 0, rCAG RNA binder -3 and UHRF1 binding 3.
For Cc1cc(=O)[nH]c(N2CCN(C(=O)c3ccco3)CC2)n1 the results were TCR CD3 inh 4, HTRA1 inh 2, SIAE inh 0, ABHD4 inh 2, MBD2 inh -2, PRMT1 FP inh -6, NPR1 activator -4, NPR2 activator 2, rCAG RNA binder -2 and UHRF1 binding 0.
Screening Cc1cccc(NC(=O)CN(C)S(=O)(=O)c2ccc(Br)cc2)n1 returned TCR CD3 inh -1, HTRA1 inh 9, SIAE inh 3, ABHD4 inh -6, MBD2 inh 6, PRMT1 FP inh 1, NPR1 activator -11, NPR2 activator -5, rCAG RNA binder -2 and UHRF1 binding -3.
COC(=O)c1ccc(NC(=O)C(=O)c2c[nH]c3ccccc23)cc1 was read as TCR CD3 inh 6, HTRA1 inh 3, SIAE inh -2, ABHD4 inh 0, MBD2 inh -2, PRMT1 FP inh -3, NPR1 activator 4, NPR2 activator -2, rCAG RNA binder 1 and UHRF1 binding 0.
`O=C(NC(=S)Nn1cnnc1)c1cccc(Br)c1` gave TCR CD3 inh 4, HTRA1 inh 0, SIAE inh -1, ABHD4 inh -9, MBD2 inh 4, PRMT1 FP inh 3, NPR1 activator 5, NPR2 activator 5, rCAG RNA binder 2 and UHRF1 binding -3.
For CN(CC(=O)Nc1ccc(F)c(F)c1F)C(=O)C1CCCN1C(=O)c1cccs1 (stereo unspecified) the results were TCR CD3 inh -2, HTRA1 inh 0, SIAE inh 1, ABHD4 inh -7, MBD2 inh 0, PRMT1 FP inh 0, NPR1 activator 0, NPR2 activator 1, rCAG RNA binder 1 and UHRF1 binding -1.
For CCOC(=O)NC(=O)/C(C#N)=C(/C)N(C)C the results were TCR CD3 inh -3, HTRA1 inh 2, SIAE inh -3, ABHD4 inh -8, MBD2 inh 7, PRMT1 FP inh 5, NPR1 activator -2, NPR2 activator 3, rCAG RNA binder -4 and UHRF1 binding 8.
O=C(N/N=C/c1ccc(-c2ccccc2C(=O)O)o1)c1cccs1 was read as TCR CD3 inh 9, HTRA1 inh 2, SIAE inh 8, ABHD4 inh 16, MBD2 inh -2, PRMT1 FP inh 6, NPR1 activator 0, NPR2 activator -1, rCAG RNA binder 16 and UHRF1 binding 23*.
For CCC1COCCS(=O)(=O)N1Cc1cccc(C(F)(F)F)c1 (stereo unspecified) the results were TCR CD3 inh -1, HTRA1 inh 1, SIAE inh -7, ABHD4 inh 0, MBD2 inh 2, PRMT1 FP inh 0, NPR1 activator -4, NPR2 activator 4, rCAG RNA binder -7 and UHRF1 binding 1.
For CCN(CC)S(=O)(=O)c1cc(NC(=O)C(C)OC(=O)c2[nH]c(C)c(C(C)=O)c2C)ccc1C (stereo unspecified) the results were TCR CD3 inh 0, HTRA1 inh -18, SIAE inh -8, ABHD4 inh -3, MBD2 inh -4, PRMT1 FP inh -1, NPR1 activator 1, NPR2 activator -4, rCAG RNA binder -2 and UHRF1 binding -2.
Screening O=C(c1cc(-c2ccc(Br)cc2)on1)N1CCc2ccccc2C1 returned TCR CD3 inh -5, HTRA1 inh 6, SIAE inh 5, ABHD4 inh 0, MBD2 inh 4, PRMT1 FP inh 2, NPR1 activator 4, NPR2 activator 0, rCAG RNA binder -1 and UHRF1 binding 0.
Screening CC(=O)Nc1nc2ncccn2c1-c1ccccc1 returned SIAE inh 0, ABHD4 inh 0, MBD2 inh -2, PRMT1 FP inh -6, NPR1 activator 2, NPR2 activator -2, rCAG RNA binder 1 and UHRF1 binding -1.
For COc1cc(C(=O)NNC(=O)c2nn(C)c(=O)c3ccccc23)cc(OC)c1OC the results were TCR CD3 inh 1, HTRA1 inh -6, SIAE inh 8, ABHD4 inh -1, MBD2 inh -3, PRMT1 FP inh -3, NPR1 activator 1, NPR2 activator 0, rCAG RNA binder 0 and UHRF1 binding -3.
CCn1cc(C(=O)N2CCCC2)c(=O)c2cc(S(=O)(=O)N3CCOCC3)ccc21 was read as TCR CD3 inh 6, HTRA1 inh 3, SIAE inh 1, ABHD4 inh -1, MBD2 inh -6, PRMT1 FP inh 1, NPR1 activator 0, NPR2 activator -7, rCAG RNA binder 1 and UHRF1 binding -1.
Screening O=[N+]([O-])c1cc(/C=N/O)ccc1Oc1ccccc1Cl returned TCR CD3 inh 7, HTRA1 inh -28, SIAE inh -3, ABHD4 inh -11, MBD2 inh 1, PRMT1 FP inh -2, NPR1 activator 1, NPR2 activator 4, rCAG RNA binder 2 and UHRF1 binding 0.
COc1ccc(C(=O)N=C2SC3CS(=O)(=O)CC3N2c2ccc(C(C)=O)cc2)cc1 (stereo unspecified) was read as TCR CD3 inh -7, HTRA1 inh 2, SIAE inh 7, ABHD4 inh -5, MBD2 inh -5, PRMT1 FP inh 0, NPR1 activator -2, NPR2 activator -3, rCAG RNA binder 0 and UHRF1 binding 0.
Screening CCCCN(CCCC)C(=O)c1cc(Cl)ccc1[N+](=O)[O-] returned TCR CD3 inh 4, HTRA1 inh -2, SIAE inh -3, ABHD4 inh -4, MBD2 inh 0, PRMT1 FP inh 1, NPR1 activator -3, NPR2 activator -9, rCAG RNA binder -6 and UHRF1 binding 1.
C=CCOC(=O)c1sc(NC(=O)c2ccco2)nc1C was read as TCR CD3 inh 2, HTRA1 inh 0, SIAE inh -7, ABHD4 inh -3, MBD2 inh -6, PRMT1 FP inh 0, NPR1 activator -1, NPR2 activator 0, rCAG RNA binder 0 and UHRF1 binding -3.
`Cc1ccc(C(=O)COc2nc(C)cc(C)c2C#N)cc1` gave TCR CD3 inh -1, HTRA1 inh 1, SIAE inh -4, ABHD4 inh -14, MBD2 inh 10, PRMT1 FP inh 3, NPR1 activator -5, NPR2 activator -3, rCAG RNA binder 0 and UHRF1 binding 3.
For CC(C)N(Cc1ccccc1)CC(O)COc1ccc(S(=O)(=O)N2CCOCC2)cc1Cl (stereo unspecified) the results were TCR CD3 inh -4, HTRA1 inh 0, SIAE inh 7, ABHD4 inh -1, MBD2 inh 0, PRMT1 FP inh -3, NPR1 activator 1, NPR2 activator -5, rCAG RNA binder -7 and UHRF1 binding 0.
For CCOC(=O)CN1C(=O)N[C@@H](c2ccco2)C(C(C)=O)=C1C the results were TCR CD3 inh 1, HTRA1 inh 6, SIAE inh -1, ABHD4 inh 1, MBD2 inh 2, PRMT1 FP inh 1, NPR1 activator 2, NPR2 activator 0, rCAG RNA binder 1 and UHRF1 binding 1.
Screening Cc1ccccc1C(=O)NNS(=O)(=O)c1cccc([N+](=O)[O-])c1 returned TCR CD3 inh 10, HTRA1 inh 6, SIAE inh 2, ABHD4 inh -2, MBD2 inh -2, PRMT1 FP inh 1, NPR1 activator 2, NPR2 activator -1, rCAG RNA binder 3 and UHRF1 binding -1.
For O=C(NC(=O)c1ccccc1)OCC1CCCN2CCCCC12 (stereo unspecified) the results were TCR CD3 inh -9, HTRA1 inh 6, SIAE inh 4, ABHD4 inh 4, MBD2 inh 6, PRMT1 FP inh 5, NPR1 activator 10, NPR2 activator -4, rCAG RNA binder 0 and UHRF1 binding -1.
For COc1ccc(N2C(=O)CN(Cc3ccc(OC)c(OC)c3)C2=S)cc1 the results were TCR CD3 inh -11, HTRA1 inh -1, SIAE inh -3, ABHD4 inh -4, MBD2 inh 2, PRMT1 FP inh -1, NPR1 activator 1, NPR2 activator 3, rCAG RNA binder 2 and UHRF1 binding -2.
For COc1ccc(N2C(=O)NC(NS(=O)(=O)c3ccccc3)(C(F)(F)F)C2=O)cc1 (stereo unspecified) the results were TCR CD3 inh -3, HTRA1 inh 6, SIAE inh -5, ABHD4 inh -1, MBD2 inh 6, PRMT1 FP inh 3, NPR1 activator 1, NPR2 activator 1, rCAG RNA binder -1 and UHRF1 binding 1.
Screening O=C(Nc1nc(-c2ccccn2)cs1)C1CC(=O)N(c2ccc3c(c2)OCCO3)C1 (stereo unspecified) returned TCR CD3 inh 0, HTRA1 inh 11, SIAE inh 3, ABHD4 inh 5, MBD2 inh 3, PRMT1 FP inh 1, NPR1 activator -2, NPR2 activator -5, rCAG RNA binder 8 and UHRF1 binding -3.

Gathered by group, the compounds so far containing a cyano group
For CCOC(=O)NC(=O)/C(C#N)=C(/C)N(C)C the results were TCR CD3 inh -3, HTRA1 inh 2, SIAE inh -3, ABHD4 inh -8, MBD2 inh 7, PRMT1 FP inh 5, NPR1 activator -2, NPR2 activator 3, rCAG RNA binder -4 and UHRF1 binding 8.
`Cc1ccc(C(=O)COc2nc(C)cc(C)c2C#N)cc1` gave TCR CD3 inh -1, HTRA1 inh 1, SIAE inh -4, ABHD4 inh -14, MBD2 inh 10, PRMT1 FP inh 3, NPR1 activator -5, NPR2 activator -3, rCAG RNA binder 0 and UHRF1 binding 3.
